Source: PubChem BioAssay (several laboratories)
Rin1 Abl inh: human Rin1-Abl interaction inhibition | P00519+Q13671 | TR-FRET Rin1/Abl binding, biochemical | inhibition, % at 7.35 µM | hit rate 0.4% among 360,000 | AID 588664; in the data active means inhibition above about 5%, passing the limit was not always enough
MT1-MMP act inh: blocks activation of human MT1-MMP. P50281. GFP/RFP ratio change, % at 20 µM. hit rate 0.061% among 360,000. AID 651647. HT1080 RFP-PRO-GFP cells, GFP/RFP ratio fluorescence, overnight; percent of plate control window, DMSO zero;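 active means GFP/RFP ratio change of at least 30% with cell ATP level not reduced by more than half and red fluorescence within 50% of control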; further: strong numbers were not always called active
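Compound: 20 µM single dose, 1% DMSO / System: HT1080 RFP-PRO-GFP cells / Controls: DMSO and RFP-L50D-GFP cell wells / Read-out basis: GFP/RFP fluorescence ratio / Schedule: overnight compound exposure at 37 °C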
CSN deneddyl inh: blocks human CSN-mediated cullin deneddylation. hit rate 0.38% among 360,000. AID 651999. inhibition, % at 12.5 µM. Q92905. Purified CSN, SCF-Nedd8-OG deneddylation, fluorescence polarization;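 active means pattern-corrected inhibition above about 35%, with an unprinted fluorescence ratio check between 0.5 and 1.5, limit read from the data, passing the limit was not always enough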;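 further: 0% = enzyme with substrate and 100% = substrate without enzyme; some results filed as inactive read as strong as hits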
Target sequence (Q92905 whole entry, looked up, one chain of several): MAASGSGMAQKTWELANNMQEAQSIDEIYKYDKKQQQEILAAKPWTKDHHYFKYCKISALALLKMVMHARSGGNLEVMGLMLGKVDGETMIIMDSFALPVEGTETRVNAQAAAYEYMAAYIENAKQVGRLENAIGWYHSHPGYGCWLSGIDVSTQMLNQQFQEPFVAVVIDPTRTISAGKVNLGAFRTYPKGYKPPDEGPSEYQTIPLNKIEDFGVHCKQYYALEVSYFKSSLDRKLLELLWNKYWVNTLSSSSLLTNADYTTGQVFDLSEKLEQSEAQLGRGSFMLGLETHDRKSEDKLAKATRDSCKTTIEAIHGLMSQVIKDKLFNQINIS
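Test system: purified human Csn5 enzyme expressed in HEK293T cells. Amount: 0.24 nM enzyme. Reagent: SCFSkp2-Nedd8OG substrate at 10 nM final. Schedule: 90 min incubation of compound, enzyme and substrate at room temperature. Detection: fluorescence polarization. Read-out: % inhibition of substrate cleavage by Csn5.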
MsrA act: activators of bovine methionine sulfoxide reductase A. purified bovine MsrA, absorbance read-out. activation, % at 10.6 µM. hit rate 0.3% among 360,000. AID 602163; in the data active means activation above about 7.5%;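 further: 0% = vehicle and 100% = reference activator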
Rpn11 inh: Rpn11 (human) deubiquitinase inhibition | AID 588493 | human 26S proteasome, Ub4-pepOG fluorescence polarization; 20S core pre-blocked with epoxomicin | hit rate 0.59% among 360,000 | O00487 | calls only at 20 µM;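 active means inhibition at 20 µM, scaled to each plate's controls, above about 33%, limit read from the data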
MsrA inh: inhibitors of bovine MsrA. AID 651718. hit rate 0.75% among 360,000. purified bovine MsrA, absorbance read-out. inhibition, % at 15.5 µM; in the data active means inhibition above about 4.5%;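 further: 0% = vehicle wells with enzyme and 100% = reference inhibitor wells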
eLon inh: inhibits E. coli Lon protease | P0A9M0 | purified E. coli Lon protease, fluorescence polarization | inhibition, % at 7.94 µM | hit rate 0.42% among 360,000; in the data active means inhibition above about 13%, passing the limit was not always enough;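 further: 0% = enzyme with probe and DMSO and 100% = no enzyme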
MLLE-PAM2 inh: inhibitors of microRNA-mediated deadenylation, human PABP1 MLLE binding. P11940. GST-MLLE / FITC-PAM2 fluorescence polarization. AID 588489. inhibition, % at 20 µM. hit rate 0.36% among 360,000; in the data active means inhibition above about 35%, passing the limit was not always enough;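 further: plate controls were DMSO wells with GST-MLLE for no effect and wells lacking GST-MLLE protein for full effect; some results filed as inactive read as strong as hits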
Target sequence (P11940 whole entry, looked up): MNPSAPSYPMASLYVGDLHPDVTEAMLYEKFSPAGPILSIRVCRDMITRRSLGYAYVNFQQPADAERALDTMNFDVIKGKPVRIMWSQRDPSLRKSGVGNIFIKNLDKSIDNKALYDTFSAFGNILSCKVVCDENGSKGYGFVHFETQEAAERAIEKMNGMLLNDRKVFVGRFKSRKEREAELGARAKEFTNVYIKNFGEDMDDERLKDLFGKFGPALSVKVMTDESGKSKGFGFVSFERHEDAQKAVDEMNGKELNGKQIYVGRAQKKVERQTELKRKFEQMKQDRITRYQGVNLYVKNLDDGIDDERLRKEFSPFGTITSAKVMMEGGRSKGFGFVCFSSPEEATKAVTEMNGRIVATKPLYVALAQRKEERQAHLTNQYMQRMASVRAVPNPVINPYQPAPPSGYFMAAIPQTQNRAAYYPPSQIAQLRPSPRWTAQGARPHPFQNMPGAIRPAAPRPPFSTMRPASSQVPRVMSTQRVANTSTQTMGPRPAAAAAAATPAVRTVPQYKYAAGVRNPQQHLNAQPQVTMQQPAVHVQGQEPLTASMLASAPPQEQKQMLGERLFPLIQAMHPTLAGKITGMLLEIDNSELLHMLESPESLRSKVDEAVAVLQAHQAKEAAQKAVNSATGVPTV
FAS TE block: inhibitors of human fatty acid synthase thioesterase domain; P49327; recombinant FAS-TE, OMFH fluorogenic substrate, fluorescence endpoint; inhibition, % at 15 µM; hit rate 0.67% among 360,000; AID 602261;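 active means compounds whose normalised, plate-corrected inhibition of enzyme fluorescence in the single-dose primary screen is 50% or more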;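 further: 0% = DMSO with enzyme and 100% = substrate without enzyme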
Starred values were filed as active, the others as inactive; i = inactive; · = no result given. No enrichment for hits (roughly 3.7% active in at least one column).

SMILES	Rin1 Abl inh	MT1-MMP act inh	CSN deneddyl inh	MsrA act	Rpn11 inh	MsrA inh	eLon inh	MLLE-PAM2 inh	FAS TE block
CCN(CC)c1ccc(S(=O)(=O)N2CCOCC2)cc1NC(=O)CSc1nncn1C	-1	1	1	-3	i	1.1	-1	-6	-5
CC(C)C[C@@H](CN1CCC[C@@H]1CN1C(=S)NC[C@@H]1Cc1ccc(O)cc1)N1C[C@H](Cc2ccc(O)cc2)N(CCc2ccccc2)C1=S	8	0	-4	-7	i	1.2	3	-1	-95
COc1ccc(NC(=O)CN(C)CC(=O)Nc2cccc(C(C)=O)c2)cc1	-1	-4	-3	-2	i	0.5	-6	6	-3
COc1ccc(C(=O)Nc2cccc(S(=O)(=O)NC3=NCCCCC3)c2)cc1	-1	9	-4	-1	i	-0.4	-8	7	-3
O=C(O)C1CCCCN1S(=O)(=O)c1cccc2nsnc12 (configuration not stated)	2	-4	6	-2	i	·	-4	4	-8
C/C(=C\C(=O)c1ccccc1)NNC(=O)c1ccc(Cl)cc1	-1	1	2	-10	i	-0.3	5	-21	4
O=C(C1=C(O)C(=O)N(CCCn2ccnc2)C1c1cccc(Br)c1)c1ccco1 (configuration not stated)	3	0	1	-6	i	13*	3	1	-6
Brc1ccc(CSc2ncn[nH]2)cc1	-1	0	1	1	i	-0.8	-9	2	-43
COCc1cc(C)nc(OCC(=O)N/N=C/c2ccc(O)cc2)c1C#N	0	5	3	-2	i	0.1	11	8	-10
CN(C(=O)c1cccc(NC(=O)Cc2ccc(NC(=O)C3CCCN(C(=O)CCc4ccccc4)C3)cc2)c1)C1CCCC1 (configuration not stated)	-4	3	2	3	i	0.9	-4	-8	2
COc1ccc(NC(=O)Cc2nnc(SCC(=O)NC3CCCCC3C)n2C)cc1 (configuration not stated)	-2	-2	0	-4	i	0.0	5	2	-3
O=C(c1ccc(NS(=O)(=O)c2ccc3[nH]c(=O)[nH]c3c2)cc1)N1CCCC(C(F)(F)F)C1 (configuration not stated)	0	-3	-3	-2	i	-0.5	2	-7	-3
Cc1nc(SCc2ccc(F)cc2)c([N+](=O)[O-])[nH]1	-1	5	0	1	i	1.3	4	5	-9
COc1ccc(NS(=O)(=O)c2cccc(C(=O)NCC(c3ccc(OC)cc3)N3CCCC3)c2)cc1 (configuration not stated)	2	1	-3	-1	i	-0.3	-19	-22	2
CCCn1nnc(NC(=O)c2ccc(Cl)cc2Cl)n1	-1	-1	1	-3	i	-0.3	-6	5	-7
Cc1c(C(=O)N2CCN(Cc3ccccc3)CC2)oc2c1C(=O)CC(C)(C)C2	-4	-3	1	-2	i	0.2	5	9	-5
COc1ccc(OC)c(C2C(C(=O)c3ccco3)=C(O)C(=O)N2Cc2cccnc2)c1 (configuration not stated)	-2	-2	1	-2	i	0.5	5	18	-10
CC(=O)Cc1nsc(NC(=O)c2ccc(-c3ccccc3Cl)o2)n1	3	5	8	1	i	3.7	-1	-3	-4
O=S1(=O)c2ccc(Br)cc2N2CCC[C@@H]2CN1Cc1ccccc1	1	-5	-4	-7	i	0.2	-3	-11	18
CN(CC(=O)Nc1ccccc1Cl)C(=O)Cn1nnc(-c2ccc(F)cc2)n1	-2	-4	-2	0	i	0.3	-10	-4	-1

Reformatted in CSV form: entries from further up.
Structure,Rin1 Abl inh,MT1-MMP act inh,CSN deneddyl inh,MsrA act,Rpn11 inh,MsrA inh,eLon inh,MLLE-PAM2 inh,FAS TE block
CCN(CC)c1ccc(S(=O)(=O)N2CCOCC2)cc1NC(=O)CSc1nncn1C,-1,1,1,-3,i,1.1,-1,-6,-5
CC(C)C[C@@H](CN1CCC[C@@H]1CN1C(=S)NC[C@@H]1Cc1ccc(O)cc1)N1C[C@H](Cc2ccc(O)cc2)N(CCc2ccccc2)C1=S,8,0,-4,-7,i,1.2,3,-1,-95
COc1ccc(NC(=O)CN(C)CC(=O)Nc2cccc(C(C)=O)c2)cc1,-1,-4,-3,-2,i,0.5,-6,6,-3
COc1ccc(C(=O)Nc2cccc(S(=O)(=O)NC3=NCCCCC3)c2)cc1,-1,9,-4,-1,i,-0.4,-8,7,-3
O=C(O)C1CCCCN1S(=O)(=O)c1cccc2nsnc12 (configuration not stated),2,-4,6,-2,i,·,-4,4,-8
C/C(=C\C(=O)c1ccccc1)NNC(=O)c1ccc(Cl)cc1,-1,1,2,-10,i,-0.3,5,-21,4
O=C(C1=C(O)C(=O)N(CCCn2ccnc2)C1c1cccc(Br)c1)c1ccco1 (configuration not stated),3,0,1,-6,i,13*,3,1,-6
Brc1ccc(CSc2ncn[nH]2)cc1,-1,0,1,1,i,-0.8,-9,2,-43
COCc1cc(C)nc(OCC(=O)N/N=C/c2ccc(O)cc2)c1C#N,0,5,3,-2,i,0.1,11,8,-10
CN(C(=O)c1cccc(NC(=O)Cc2ccc(NC(=O)C3CCCN(C(=O)CCc4ccccc4)C3)cc2)c1)C1CCCC1 (configuration not stated),-4,3,2,3,i,0.9,-4,-8,2
COc1ccc(NC(=O)Cc2nnc(SCC(=O)NC3CCCCC3C)n2C)cc1 (configuration not stated),-2,-2,0,-4,i,0.0,5,2,-3
O=C(c1ccc(NS(=O)(=O)c2ccc3[nH]c(=O)[nH]c3c2)cc1)N1CCCC(C(F)(F)F)C1 (configuration not stated),0,-3,-3,-2,i,-0.5,2,-7,-3
Cc1nc(SCc2ccc(F)cc2)c([N+](=O)[O-])[nH]1,-1,5,0,1,i,1.3,4,5,-9

(list continues)
SMILES	Rin1 Abl inh	MT1-MMP act inh	CSN deneddyl inh	MsrA act	Rpn11 inh	MsrA inh	eLon inh	MLLE-PAM2 inh	FAS TE block
O=C1NC(c2ccccc2)=NC1(NS(=O)(=O)c1ccc(Cl)cc1)C(F)(F)F (configuration not stated)	-4	-4	-5	-2	i	-1.1	-5	-8	-9
COc1ccc(NS(=O)(=O)c2ccc(NC(C)=O)cc2)c(OC)c1	4	2	-1	-1	i	1.5	4	11	-1
N#CCCCn1c(-c2ccccc2)noc1=O	-2	5	-5	-2	i	2.2	-8	0	-6
CCCC(=O)n1nc(-c2ccc(C)cc2)nc1NCc1ccco1	-8	-2	-8	0	i	-0.7	7	0	26
Cc1cc(C)cc(N(CC(=O)NC(C)C)C(=O)CCC(=O)Nc2ccccn2)c1	3	2	3	-6	i	0.4	8	1	-7
CCOC(=O)N1CCN(S(=O)(=O)c2cc3c(cc2C)NC(=O)CO3)CC1	2	1	2	0	i	-0.7	6	-5	2
COc1cccc(C2c3[nH]c4ccccc4c3C[C@H]3C(=O)N(c4ccccc4C(=O)N4CCC(C(=O)O)CC4)C(=O)N23)c1 (some centres not stated)	-4	-5	4	-2	i	0.6	-9	-14	-3
Cc1ccc(C(=O)N/C(N)=N/c2nc3ccccc3o2)cc1	-3	9	1	-2	i	-0.8	-7	-9	1
O=C1NN=C(c2ccc(Cl)cc2)CC1c1cccc(Br)c1 (configuration not stated)	0	-3	0	-3	i	0.2	-9	-3	19
COc1ccc(N2C(=O)c3ccc(C(=O)Nc4ccc(NC(C)=O)cc4)cc3C2=O)cc1	2	2	-2	-7	i	-1.3	-3	6	-2
NNC(=O)c1ccc(CSc2nc3ccccc3[nH]2)cc1	4	-6	-3	-9	i	0.7	2	-17	-8
COc1cccc(N2CN(CCc3ccccc3)CNC2=S)c1	2	-2	-4	0	i	0.5	0	-55	-5
O=C(Cn1ccc(C(F)(F)F)n1)N/N=C/c1cccs1	0	5	4	-3	i	-0.6	-6	-6	-5
Nn1c(SCc2cccc(C(F)(F)F)c2)nnc1-c1ccco1	-3	1	-1	-11	i	0.7	-4	-10	-6
O=C(Cc1cccc(NC(=O)C2CCCN(C(=O)CCc3ccccc3)C2)c1)Nc1cccc(C(=O)N2CCOCC2)c1 (configuration not stated)	-1	2	0	-3	i	-0.1	-5	2	-5
COC(=O)c1ccc(CNC(=O)c2ccc(OC)c(S(=O)(=O)NC3CC3)c2)cc1	2	0	-1	-2	i	0.1	0	14	-4
CC[n+]1c(C)n(-c2ccccc2)c2ccc(NC(C)=O)cc21	1	1	-2	-2	i	-0.1	3	-3	-5
Cc1oncc1C(=S)Nc1ccccc1	-1	8	-1	0	i	0.2	-4	38	-9
Cc1cccc(OCCn2ccnc2)c1	3	-1	-7	-2	i	0.9	-5	1	-5
CN(C)C(=O)COc1ccc2c(-c3ccccc3)cc(=O)oc2c1	1	-6	1	-3	i	1.6	-8	-1	-5
COc1ccccc1N1CCN(C(c2ccc(F)cc2)c2nnnn2C(C)C)CC1 (configuration not stated)	0	1	-1	-3	i	-0.6	3	-7	6
CCOC(=O)Cc1csc(NC(=O)c2cccc(OC)c2)n1	1	-1	3	-3	i	0.6	0	1	-4
O=C(O)C1C2CCC(C2)C1C(=O)NCCc1ccccc1 (configuration not stated)	1	-2	1	-1	i	-0.8	5	9	-4
Cc1ccc(CCNC(=O)CCCn2nc(C)c3c(C)n(-c4ccc(C)cc4)nc3c2=O)cc1	1	3	-3	-1	i	0.5	-3	-10	-2
C=CCn1c(Oc2cccc(C)c2)nc2c1c(=O)n(C)c(=O)n2C	0	-3	5	-2	i	-0.9	-4	4	-2
CCCCOc1ccc(CN=C(N)N)cc1Cl	0	-5	4	-2	i	-1.0	-4	-9	-7
Cc1cccc(C)c1Cn1c(C)c(C(=O)NCc2ccccc2C(F)(F)F)sc1=O	-3	1	-3	-1	i	-1.2	0	-6	42
O=C(NCc1ccccc1)c1ccc(-c2ccc(F)cc2)o1	-1	5	4	-1	i	0.4	-4	7	10
O=C(c1ccccc1)c1cc2ccc(O)cc2oc1=O	-2	-6	1	-2	i	2.3	1	-6	-6
CCSc1nnc(NC(=O)c2cc(-c3ccccc3O)n[nH]2)s1	-1	-6	1	-7	i	-0.5	-7	-7	-6
NNC(=O)C1CCCN1S(=O)(=O)c1ccc(Cl)cc1 (configuration not stated)	0	1	-11	-4	i	-0.4	1	-17	-3
CC12CCC(=O)N1C(C(=O)Nc1cc(Cl)ccc1N1CCOCC1)CS2 (configuration not stated)	3	0	-8	-4	i	1.4	8	-5	4
O=C(O)c1c(C(=O)O)c(-c2ccc(Br)cc2)n2c1CSC2	0	-7	4	-4	i	-0.4	2	27	-1
CS(=O)CSc1nc2c(cc1C#N)CCCC2 (configuration not stated)	3	0	-4	-7	i	-0.6	-11	3	0
NS(=O)(=O)c1ccc(NC(=O)COC(=O)CNC(=O)C23CC4CC(CC(C4)C2)C3)cc1	-1	-1	-14	-2	i	3.0	2	-10	-2
CC(CN1CCN(C)CC1)OC(=O)c1ccc(Cl)cc1Cl (configuration not stated)	-3	6	2	-10	i	0.2	-10	9	-3
CCCCc1nnc(NC(=O)CSCc2cc(=O)n3ccsc3n2)s1	-5	-1	4	-3	i	1.4	3	-8	-1
CCc1c(C(=O)Nc2nnc(C3CC3)s2)csc1C	0	-2	-3	-1	i	-0.1	-5	-5	-2

Sorted by length of the SMILES (smallest number first): 3 of the compounds above.
SMILES	Rin1 Abl inh	MT1-MMP act inh	CSN deneddyl inh	MsrA act	Rpn11 inh	MsrA inh	eLon inh	MLLE-PAM2 inh	FAS TE block
CS(=O)CSc1nc2c(cc1C#N)CCCC2 (configuration not stated)	3	0	-4	-7	i	-0.6	-11	3	0
CC(CN1CCN(C)CC1)OC(=O)c1ccc(Cl)cc1Cl (configuration not stated)	-3	6	2	-10	i	0.2	-10	9	-3
NS(=O)(=O)c1ccc(NC(=O)COC(=O)CNC(=O)C23CC4CC(CC(C4)C2)C3)cc1	-1	-1	-14	-2	i	3.0	2	-10	-2
